12-LOX inh – blocks human arachidonate 12S-lipoxygenase; hit rate 1.1% among 580,000; P18054; purified 12hLO, xylenol orange hydroperoxide absorbance; Potency, µM (series often up to 108 µM), for the others: at the top dose activity change, negative = inhibition, usual class: inhibitors; further: on the % scale 0 is the no-effect control and ±100 the full control effect
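Purified human 12hLO (150 nM final) in 25 mM Hepes, 0.01% Triton X-100, pH 7.0 was preincubated 15 min at room temperature with compound. Then 40 uM arachidonic acid was added, 30 min. Hydroperoxide was read by Fe-XO absorbance ratio 573/405 nm.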
USP1-UAF1 inh – blocks the human USP1/UAF1 deubiquitinase complex; Potency, µM (titrated, usually from 57.1 µM), for inactives: at the top dose activity change, negative = inhibition, usual class: inhibitors; recombinant USP1/UAF1, Ub-Rhodamine cleavage fluorescence; AID 743255; O94782; hit rate 0.23% among 390,000; further: on the % scale 0 is the no-effect control and ±100 the full control effect; nearly all actives have a fitted effect of over 60% in size; inactives centre near -12
Target sequence (O94782 whole entry, looked up): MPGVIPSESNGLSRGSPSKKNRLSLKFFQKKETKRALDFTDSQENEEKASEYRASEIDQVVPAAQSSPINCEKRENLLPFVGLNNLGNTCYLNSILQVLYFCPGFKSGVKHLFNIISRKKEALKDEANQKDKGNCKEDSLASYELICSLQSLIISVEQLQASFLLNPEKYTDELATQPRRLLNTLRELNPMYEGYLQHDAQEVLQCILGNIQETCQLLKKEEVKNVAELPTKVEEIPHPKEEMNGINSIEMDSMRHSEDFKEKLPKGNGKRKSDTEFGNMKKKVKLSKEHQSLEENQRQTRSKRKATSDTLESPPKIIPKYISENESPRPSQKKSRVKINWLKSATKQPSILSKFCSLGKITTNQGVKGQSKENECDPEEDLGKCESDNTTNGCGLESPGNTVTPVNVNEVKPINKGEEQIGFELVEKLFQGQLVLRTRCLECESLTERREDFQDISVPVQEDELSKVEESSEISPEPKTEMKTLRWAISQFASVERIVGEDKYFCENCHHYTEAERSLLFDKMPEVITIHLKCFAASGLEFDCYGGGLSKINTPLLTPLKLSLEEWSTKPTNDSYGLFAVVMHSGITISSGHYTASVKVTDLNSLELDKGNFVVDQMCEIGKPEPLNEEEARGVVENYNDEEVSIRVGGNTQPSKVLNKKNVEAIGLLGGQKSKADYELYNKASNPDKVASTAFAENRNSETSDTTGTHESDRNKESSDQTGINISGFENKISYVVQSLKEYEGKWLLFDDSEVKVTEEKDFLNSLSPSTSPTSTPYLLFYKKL
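1 nM enzyme complex + cpd, 15 min RT; start with Ub-Rho 150nM final; kinetic fluorescence ex 480/em 540, 6 reads q60 s. Buffer 50mM HEPES pH 7.8, 0.5mM EDTA, 0.1 mg/ml BSA, 1mM TCEP, 0.01% Tween-20.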
TrxR1 substrate – rat thioredoxin reductase 1 substrate activity; purified TrxR1 substrate turnover, NADPH consumption readout; Potency, µM (top dose mostly 114 µM), for inactives: top-dose activity change, negative = substrate turnover; O89049; hit rate 0.01% among 390,000; further: on the % scale 0 is the no-effect control and ±100 the full control effect; nearly all actives have a fitted effect of over 50% in size
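Rat TrxR1, dispensed at 90 nM, was prereduced with 400 uM NADPH (final) for 5 min at ~22 deg C, then incubated with compound 15 min before 400 uM selenite. A first-read NADPH fluorescence drop versus no-compound background flagged substrates.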
TrxR1 inh – inhibitors of rat thioredoxin reductase 1; Potency, µM (series often up to 114 µM), inactives show top-dose activity change, negative = inhibition, actives largely listed as inhibitors; hit rate 1% among 390,000; AID 588453; recombinant rTrxR1, NADPH fluorescence consumption, selenite substrate; O89049; further: on the % scale 0 is the no-effect control and ±100 the full control effect; nearly all actives have a fitted effect of over 65% in size
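Rat TrxR1 (90 nM in the dispensed reagent) was pre-reduced with 400 uM NADPH for 5 min at room temperature, then incubated with compound for 15 min. After 400 uM selenite was added, NADPH fluorescence (Ex 340/Em 450 nm) was followed for 8 min.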
RGS4 inhibitor – blocks human RGS4-accelerated GTP hydrolysis. hit rate 0.039% among 390,000. Transcreener GDP fluorescence polarization, RGS4-accelerated GTP hydrolysis. Potency, µM (top dose mostly 114 µM), without a hit: at the top dose activity change, negative = inhibition, hits mostly inhibitors. AID 504845. P49798; further: on the % scale 0 is the no-effect control and ±100 the full control effect; nearly all actives have a fitted effect of over 75% in size; some results filed as inactive show a strong effect at the top dose
Target sequence (P49798 whole entry, looked up): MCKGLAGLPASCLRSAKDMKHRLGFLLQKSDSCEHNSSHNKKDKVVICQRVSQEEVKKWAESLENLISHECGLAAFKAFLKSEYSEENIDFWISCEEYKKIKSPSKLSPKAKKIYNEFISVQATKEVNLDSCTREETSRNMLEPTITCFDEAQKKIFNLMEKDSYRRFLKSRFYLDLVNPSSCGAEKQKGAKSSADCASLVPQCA
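MLSMR compounds (23 nl, pin-transferred) preincubated 10 min at room temperature with a 500nM (2x) first reagent, then RGS4 at 900nM (2x) plus Transcreener GDP mix added; fluorescence polarization (620/688 nm) read before and after 90 min at 30 °C.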
RXFP1 agonist – agonists of human relaxin receptor RXFP1; HEK293T-RXFP1 cAMP TR-FRET, 30 min; response scale: percent of porcine relaxin response, buffer zero; Q9HBX9; hit rate 0.3% among 370,000; Potency, µM (titrated, usually from 57.5 µM), for the others: top-dose activation, most hits filed as activators; further: on the % scale 0 is the no-effect control and ±100 the full control effect; nearly all actives have a fitted effect of over 60% in size; many of its hits are not listed in these tables
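HEK293 cells stably expressing RXFP1, treated 30 min at 37C with compounds plus PDE4 inhibitor Ro 20174; cAMP measured by HTRF TR-FRET. Normalized to buffer and 29 nM porcine relaxin; EC50 by Hill fit.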
IDH1 R132H inh – inhibitors of human mutant IDH1 R132H. O75874. IDH1-R132H enzyme, NADPH consumption, diaphorase/resazurin fluorescence. Potency, µM (titrated, usually from 76.6 µM), inactives show top-dose activity change, negative = inhibition, usual class: inhibitors. hit rate 0.093% among 390,000; further: on the % scale 0 is the no-effect control and ±100 the full control effect; nearly all actives have a fitted effect of over 65% in size
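IDH1-R132H (0.5 ug/mL dispensed) in pH 7.5 Tris buffer was preincubated 30 min with compound, then given a substrate mix of 0.016 mM NADPH and 2 mM alpha-KG for 80 min at room temperature; remaining NADPH was read by diaphorase/resazurin fluorescence.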
Vif-APOBEC3F blk – blocks the Vif interaction with APOBEC3F. HeLa A3F-eYFP + Vif (tagged APOBEC3F with the HIV-1 protein that degrades it), YFP fluorescence increase. hit rate 0.2% among 390,000. Potency, µM (doses to about 46.1 µM), inactives show at the top dose activity, negative = active; further: % of control where 0% means no effect; nearly all actives have a fitted effect of over 65% in size
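HeLa cells stably expressing Vif plus C-terminally eYFP-tagged A3F were seeded, incubated overnight at 37 deg C, dosed with compound, incubated overnight again at 37 deg C. Yellow fluorescence (Ex 488/Em 500-530) reported blocked Vif-mediated A3F-eYFP degradation.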
Vif-A3G inh – Vif-A3G binding inhibition | Q9HC16 | HeLa A3G-eYFP + Vif (tagged APOBEC3G with the HIV-1 protein that degrades it), YFP fluorescence, overnight | Potency, µM (titrated, usually from 46.1 µM), inactives show at the highest dose activity, negative = active, hits mostly inhibitors | hit rate 0.076% among 410,000;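 further: on the % scale 0 is the no-effect control and ±100 the full control effect; nearly all actives have a fitted effect of over 60% in size; hits raise eYFP signal because A3G escapes Vif-driven loss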
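HeLa cells stably expressing Vif and C-terminally eYFP-tagged A3G, seeded overnight at 37 deg C, then exposed to compound by pintool overnight at 37 deg C. Rise in yellow fluorescence (Ex 488/Em 500-530, Acumen) marks blocked Vif-driven A3G degradation.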
* marks the source's active call; other numbers are inactive results; ? = inconclusive; nt = no result given; [ ] = dose if it differs, or a comment. The call rests on the fitted dose curve; in most records, active means well fitted curve in the direction sought with a large enough effect; inconclusive means small, poorly fitted or top-dose-only effect, or another doubt; inactive means no such curve, though single readings can be large; an effect the other way counts as inactive or inconclusive. Potency means the concentration at half of the fitted maximal effect. Not all compounds are listed; count on the stated rates, not on these rows.

molecule,12-LOX inh,USP1-UAF1 inh,TrxR1 substrate,TrxR1 inh,RGS4 inhibitor,RXFP1 agonist,IDH1 R132H inh,Vif-APOBEC3F blk,Vif-A3G inh
O=C(Cc1ccccc1F)Nc1ccc(S(=O)(=O)N2CCCC2)cc1,8.5%,-18.5%,0.5%,14.9%,21.5%,nt,-8.4%,-6.0%,-11.8%
CC(C)c1ccc(S(=O)(=O)N2CCN(C(=O)c3cccc(S(=O)(=O)N4CCOCC4)c3)CC2)cc1,207.9%[activator],-18.1%,1.1%,13.5%,-0.5%,nt,-10.1%,6.6%,1.1%
CCn1cnc2cc(NCc3ccccc3Cl)ccc21,6.0%,-2.7%,9.2%[57.1 µM],17.0%[57.1 µM],2.1%,-2.7%,5.7%,-6.1%,-5.0%
CCOC(=O)CSc1nnc(CNC(=O)c2ccc(S(=O)(=O)N3CCCCC3)cc2)n1C,-24.1%,-6.3%,8.3%,11.5%,-18.4%,1.6%,0.0%,-0.1%,-6.1%
C#CCOCCOCCOCCNc1nc(N2CCN(C(=O)[C@H](CC(N)=O)n3cc(C(N)[C@@H](C)CC)nn3)CC2)nc(N2CCN(C(=O)[C@H](CCCCN)n3cc([C@@H](N)CC(N)=O)nn3)CC2)n1 (stereo not given in full),-4.6%,-27.0%,9.8%[57.1 µM],-3.0%[57.1 µM],-1.1%,nt,-4.2%,0.6%,6.6%
O=C(/C=C/c1ccccc1)NC(=S)N1CCSCC1,?,-18.3%,2.5%[57.1 µM],8.6%[57.1 µM],-12.8%,1.0%,1.1%,0.1%,-1.1%
COc1ccc(CNCc2ccc([N+](=O)[O-])cc2)cc1OC,13.0%,-21.0%,2.5%,-20.1%,10.4%,-1.7%,2.2%,-0.4%,3.3%
C=CCN1C(=O)/C(=c2\sc3nc(=O)c(Cc4ccc(OC)c(OC)c4)nn3c2=O)c2ccccc21,?,-16.4%,-7.6%,?,?,-2.7%,-0.5%,?,-1.9%
S=C(S)OC1CC2CC1C1CCCC21 (stereo not given),-25.8%,-10.8%,0.0%,?,-28.2%,nt,-12.5%,1.4%,0.1%
COc1ccc(N2CCN(C(=O)CCCN3C(=O)c4cccc5cccc(c45)C3=O)CC2)cc1,-40.5%,-5.2%,-2.1%[57.1 µM],-5.0%[57.1 µM],-15.2%,0.1%,1.9%,-16.1%,-0.5%
COc1cccc(/C=N/Nc2ccccc2C(=O)O)c1O,?,-14.2%,-19.3%,-14.0%,28.1%,0.0%,-6.9%,4.3%,?
Cc1ccc(-c2nnc3sc(C4COc5ccccc5O4)nn23)cc1 (stereo not given),-5.1%,-12.3%,-8.6%,5.5%,-12.5%,0.6%,1.4%,1.0%,0.6%
COc1ccc(CCNC2CC(=O)N(C3CCCCC3)C2=O)cc1OC (stereo not given),-1.0%,-6.5%,-1.9%,13.9%[57.1 µM],-14.8%,-1.0%,0.7%,7.7%,1.2%
Nc1nnc(SCC(=O)OCc2ccc(Cl)c(Cl)c2)s1,-29.4%,-11.1%,-5.6%,-11.6%,0.4%,0.6%,8.7%,-17.6%,-1.3%
Cc1ccc(-c2nc3cc(NC(=O)C(C)C)ccc3o2)cc1,0.0%,-12.0%,28.6%[57.1 µM],-1.7%[57.1 µM],-25.0%,-3.4%,2.5%,-7.5%,0.6%
O=C(Nc1cccc(C(=O)N2CCCC2)c1)c1ccccc1,-15.2%,-8.7%,4.8%,9.9%,-26.0%,-2.3%,2.4%,5.2%,-8.5%
Cn1cc(C(=O)c2cccc(Cl)c2Cl)cc1C(=O)O,37.9%[activator],-5.5%,-5.4%,9.2%,-4.5%,0.0%,4.7%,-0.1%,-1.1%
c1ccc(-c2noc(CCC3CCCC3)n2)cc1,3.5%,-24.4%,8.8%,46.2%[activator],-21.6%,-2.1%,1.0%,13.2%,-2.0%
CC1CC(C)(C)CC2(C1)NC(=O)N(CC(=O)N(C)Cc1nc3ccccc3c(=O)[nH]1)C2=O (stereo not given),9.8%,-3.0%,0.0%,11.4%,-0.7%,-1.3%,-0.3%,1.0%,-4.1%
CCC1Sc2ccccc2N(CC(=O)NCc2ccccc2OC)C1=O (stereo not given),24.8%,-7.9%,-3.5%,13.1%,3.1%,1.5%,7.3%,-4.6%,1.7%
CCS(=O)(=O)N1Cc2ccccc2CC1C(=O)N(C)Cc1ccc(OC)c(F)c1 (stereo not given),-2.5%,-15.6%,-1.3%[57.1 µM],12.1%[57.1 µM],-15.7%,2.6%,0.8%,3.5%,-6.2%
CCOC(=O)c1ccc(S(=O)(=O)Nc2cc(C(C)(C)C)no2)cc1,0.0%,-9.2%,-11.8%,-21.5%,-6.3%,-0.2%,10.4%,2.8%,1.2%
CCCNC(=O)c1ccc(N2CCC3(CC2)CC(c2ccccc2)=NO3)c(NC(=O)c2ccccc2)c1,-20.0%,16.4%,10.0%[57.1 µM],17.4%[57.1 µM],-13.9%,-0.2%,2.3%,-2.5%,-2.2%
Cc1ccc(S(=O)(=O)c2nnn3c2nc(NC(C)C)c2sccc23)cc1,-1.2%,-5.9%,3.8%,13.8%,-1.8%,?,36.8%[activator],9.8%,-5.1%
O=C1N/C(=N\c2ccccn2)SC1Cc1ccc(Cl)cc1 (stereo not given),?,-11.1%,-2.2%,15.3%,-2.8%,20.8%,6.8%,-7.6%,-4.8%

Other entries follow:
molecule,12-LOX inh,USP1-UAF1 inh,TrxR1 substrate,TrxR1 inh,RGS4 inhibitor,RXFP1 agonist,IDH1 R132H inh,Vif-APOBEC3F blk,Vif-A3G inh
Cn1c(-n2cccc2)c(-c2c(-c3ccccc3)[nH]c3c2c(=O)[nH]c(=O)n3C)c(=O)[nH]c1=O,-3.8%,1.5%,-0.7%,-7.1%,-5.8%,5.2%,4.9%,2.2%,0.8%
CSc1sc(C(=O)NC(=O)NCc2ccncc2)c(C)c1-c1ccon1,-14.9%,-2.6%,6.8%[57.1 µM],17.8%[57.1 µM],10.4%,3.5%,-0.5%,-1.0%,0.1%
O=C(N/N=C/c1c[nH]c2ccccc12)c1cccc(O)c1,nt,-18.6%,-6.8%,7.1%,-0.7%,0.0%,-1.7%,2.9%,5.5%
CCOc1ccccc1N1CC(c2nc3ccccc3n2CCCOc2ccc(OC)cc2)CC1=O (stereo not given),0.0%,-20.0%,4.5%,13.1%,-1.7%,-3.0%,6.1%,4.6%,-0.5%
CC(=O)N(C)C[C@H]1Oc2ncc(Br)cc2C(=O)N([C@H](C)CO)C[C@@H]1C,10.9%,-17.0%,nt,nt,nt,nt,9.4%,-3.2%,1.4%
CC(=O)c1ccc(NC(=O)COc2ccccc2-c2nc(-c3ccc(C)cc3)no2)cc1,-9.9%,-11.3%,-5.1%,1.3%,-8.5%,-2.9%,-2.3%,1.4%,2.2%
O=C(CSc1ccccn1)Nc1ccccc1F,-7.8%,-6.8%,17.6%,32.2%[activator],-15.5%,5.5%,2.5%,4.3%,-0.1%
Cc1ccc2c(c1)N(C(=O)Nc1cccc3c1CCCC3)CC(C)O2 (stereo not given),-11.2%,-25.9%,-0.1%,4.9%,8.9%,0.3%,3.1%,-0.2%,-0.9%
COCCCNC(=O)CNC(=O)c1cn(-c2ccccc2OC)c(=O)c2ccccc12,-9.7%,-20.8%,5.7%,19.5%,-1.4%,0.0%,6.8%,1.0%,-8.9%
CCC(=O)N1CCc2cc(CNS(=O)(=O)c3ccc(CC(C)C)cc3)ccc21,-18.0%,-10.0%,5.5%[57.1 µM],20.0%[57.1 µM],15.7%,-1.1%,-0.5%,2.6%,3.3%
C=CCn1c(SCc2cc(=O)n3cc(C)ccc3n2)nnc1-c1ccc(F)cc1,-8.5%,-12.1%,-5.5%[57.1 µM],-17.2%[57.1 µM],0.4%,8.8%,4.1%,9.9%,2.4%
COc1ccc(S(=O)(=O)N(C)CC(=O)Nc2ccc(F)cc2)cc1,4.3%,-23.5%,9.0%,14.4%,-6.1%,1.5%,3.3%,-2.2%,0.0%

Taken from the entries so far (two entries):
molecule,12-LOX inh,USP1-UAF1 inh,TrxR1 substrate,TrxR1 inh,RGS4 inhibitor,RXFP1 agonist,IDH1 R132H inh,Vif-APOBEC3F blk,Vif-A3G inh
CCC(=O)N1CCc2cc(CNS(=O)(=O)c3ccc(CC(C)C)cc3)ccc21,-18.0%,-10.0%,5.5%[57.1 µM],20.0%[57.1 µM],15.7%,-1.1%,-0.5%,2.6%,3.3%
C=CCn1c(SCc2cc(=O)n3cc(C)ccc3n2)nnc1-c1ccc(F)cc1,-8.5%,-12.1%,-5.5%[57.1 µM],-17.2%[57.1 µM],0.4%,8.8%,4.1%,9.9%,2.4%

Screening data from PubChem BioAssay.
